Hsp90 Hop PPI = changes Hsp90-Hop TPR2A binding signal, up or down; AlphaScreen TPR2A-His6 binding biotin-Hsp90 C-terminal peptide; Potency, µM (highest dose often 57 µM), inactives show at the highest dose activity change, negative = inhibition; actives 0.44% (n = 71,000); AID 595; active = well fitted curve in either direction with a large enough effect; inconclusive = small, poorly fitted or top-dose-only effect, or another doubt; note: potency is the fitted concentration of half-maximal effect; % is set by controls: 0 for no effect and ±100 for the full control effect; many of its hits are not listed in these tables
CRE Fsk mod = modulators of forskolin-stimulated CRE signaling in CHO cells. CHO CRE-bla reporter (cAMP response element driving beta-lactamase), forskolin EC10, beta-lactamase ratio. Potency, µM (top dose mostly 38.2 µM), inactives show at the top dose activity change, negative = inhibition, actives largely listed as activators. actives 2.5% (n = 71,000). AID 662; active = well fitted activation curve with a large enough effect in the signal ratio, with a control signal flat, not every such curve was filed as active; inconclusive = small, poorly fitted or top-dose-only effect, or effect the other way, or a change in a side signal; the % refers to the signal ratio; note: potency is the fitted concentration of half-maximal effect; % of control where 0% means no effect
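Titrated compounds plus EC10 NKH 477 on CHO CRE-bla cells, 3 h, 37 °C. CCF4, 2 h RT. Ratio 460/530 nm → AC50.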
DNA Pol III inh = blocks replication by bacterial DNA polymerase III holoenzyme. Potency, µM (series often up to 57.1 µM), for inactives: top-dose activity change, negative = inhibition. reconstituted DNA polymerase III holoenzyme replication, biochemical. actives 0.25% (n = 71,000); note: potency is the fitted concentration of half-maximal effect; % is set by controls: 0 for no effect and ±100 for the full control effect
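Reconstituted *E. coli* holoenzyme (0.35 nM Pol III, 1 nM beta, 154 nM SSB, 2 nM primase) was preincubated with compound for 15 min at RT. Synthesis on 1.4 nM ssM13Gori ran 35 min, then was stopped with PicoGreen/EDTA and read as dsDNA fluorescence.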
Tau filament bind = binders of human tau filaments; Potency, µM (highest dose often 57.1 µM), without a hit: at the top dose activity change, negative = inhibition; actives 2% (n = 71,000); recombinant tau filaments, thioflavin S fluorescence, 15 h; filaments grown with octadecylsulfate alongside compound; AID 596; P10636;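 note: potency is the fitted concentration of half-maximal effect; % is set by controls: 0 for no effect and ±100 for the full control effect; actives lower thioflavin S fluorescence by blocking filaments or displacing dye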
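ThS-based fibril read: tau 1 uM final, inducer ODS 30 uM final, 37 C for 15 h, ex 450/em 510 nm.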
HBB splicing = alters splicing of the hemoglobin beta chain; actives 0.06% (n = 65,000); HBB splicing reporter cell assay, activation; EGFP reporter with mutant IVS2-654 intron; response scale: normalised to 500 nM splice-correcting PNA; AID 925; Potency, µM (titrated, usually from 46.1 µM), without a hit: top-dose activation, actives largely listed as activators; note: potency is the fitted concentration of half-maximal effect; 0% is about no effect
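HeLa cells stably expressing EGFP interrupted by mutant beta-globin intron 2 (IVS2-654), 500/well in 2% FCS. Treated with compound for 2 days at 37C. Splicing correction scored as total well GFP intensity (488 nm excitation, 500-520 nm emission); 500 nM antisense PNA served as control.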
HADH2 inhib = blocks human hydroxyacyl-CoA dehydrogenase type II | Q99714 | recombinant HADH2, NADH fluorescence, beta-hydroxybutyryl-CoA | Potency, µM (highest dose often 57.1 µM), for inactives: at the highest dose activity change, negative = inhibition, actives largely listed as inhibitors | actives 3.4% (n = 73,000) | AID 886; note: potency is the fitted concentration of half-maximal effect; % is set by controls: 0 for no effect and ±100 for the full control effect; nearly all actives have a fitted effect of over 60% in size; many of its hits are not listed in these tables
Target sequence (Q99714 whole entry, looked up, one chain of several): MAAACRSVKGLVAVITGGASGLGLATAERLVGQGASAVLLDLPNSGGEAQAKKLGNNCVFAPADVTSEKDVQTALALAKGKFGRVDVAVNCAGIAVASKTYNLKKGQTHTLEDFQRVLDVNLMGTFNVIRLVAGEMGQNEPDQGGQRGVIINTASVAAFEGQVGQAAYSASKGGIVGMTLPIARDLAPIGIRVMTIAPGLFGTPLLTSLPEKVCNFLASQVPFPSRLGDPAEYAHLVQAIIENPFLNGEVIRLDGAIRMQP
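20 nM HADH2 + cpd, 15 min RT; add 1 mM NAD+/90 uM beta-hydroxybutyryl-CoA; kinetic fluorescence 360/450 nm, 4 min. Tris-HCl pH 9.0, 0.01% Tween-20.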
Rhodamine fluor = compound fluoresces in the rhodamine spectral region. actives 0.05% (n = 59,000). Rhodamine-region fluorescence, 547/598 nm, Tris buffer; hits give high values. max dye-equivalent concentration, M; in the data active = max dye-equivalent concentration above about 11 nM; inconclusive = between about 1.1 nM and that limit
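Read-out is relative fluorescence at 547 nm excitation and 598 nm emission, expressed as dye-equivalent concentration using rhodamine standards on every plate. Each compound was profiled across a concentration series after 15 min in 100 mM Tris, pH 8.0.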
ERK AVP inh = vasopressin-driven ERK pathway inhibition; HEK293-V1b, vasopressin-stimulated pERK AlphaScreen; Potency, µM (series often up to 57.5 µM), for inactives: top-dose activity, negative = inhibition, actives largely listed as inhibitors; actives 0.99% (n = 72,000); note: potency is the fitted concentration of half-maximal effect; % is set by controls: 0 for no effect and ±100 for the full control effect; nearly all actives have a fitted effect of over 55% in size
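HEK293 cells stably expressing V1b receptor, preincubated 30 min at 37 °C with compound, then stimulated 5 min with 25 nM vasopressin. Phospho-ERK by AlphaScreen SureFire after 5 h RT; normalized to DMSO and vasopressin; AC50 by Hill fit.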
15-hLO inh = blocks human 15-lipoxygenase activity; P16050; actives 1.4% (n = 74,000); purified 15hLO-1, xylenol orange hydroperoxide absorbance; Potency, µM (series often up to 57.1 µM), for inactives: at the highest dose activity change, negative = inhibition, hits mostly inhibitors; AID 887; note: potency is the fitted concentration of half-maximal effect; % is set by controls: 0 for no effect and ±100 for the full control effect; nearly all actives have a fitted effect of over 55% in size
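40 nM 15hLO-1 + cpd, 15 min RT; start w/ 50 uM AA (final), 6 min RT; stop/detect w/ 200 uM XO + 300 uM Fe(II) in 50 mM H2SO4, 30 min; A573/A405. Buffer 25 mM Hepes pH 7.5, 0.01% Triton X-100. No-enzyme wells as negative control.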
FLuc inh = inhibitors of firefly luciferase. purified firefly luciferase, luminescence, 8 min. Potency, µM (top dose mostly 57.1 µM), inactives show at the top dose activity change, negative = inhibition, usual class: inhibitors. actives 2.2% (n = 72,000); note: potency is the fitted concentration of half-maximal effect; % is set by controls: 0 for no effect and ±100 for the full control effect; nearly all actives have a fitted effect of over 40% in size
Target sequence (P08659 whole entry, looked up): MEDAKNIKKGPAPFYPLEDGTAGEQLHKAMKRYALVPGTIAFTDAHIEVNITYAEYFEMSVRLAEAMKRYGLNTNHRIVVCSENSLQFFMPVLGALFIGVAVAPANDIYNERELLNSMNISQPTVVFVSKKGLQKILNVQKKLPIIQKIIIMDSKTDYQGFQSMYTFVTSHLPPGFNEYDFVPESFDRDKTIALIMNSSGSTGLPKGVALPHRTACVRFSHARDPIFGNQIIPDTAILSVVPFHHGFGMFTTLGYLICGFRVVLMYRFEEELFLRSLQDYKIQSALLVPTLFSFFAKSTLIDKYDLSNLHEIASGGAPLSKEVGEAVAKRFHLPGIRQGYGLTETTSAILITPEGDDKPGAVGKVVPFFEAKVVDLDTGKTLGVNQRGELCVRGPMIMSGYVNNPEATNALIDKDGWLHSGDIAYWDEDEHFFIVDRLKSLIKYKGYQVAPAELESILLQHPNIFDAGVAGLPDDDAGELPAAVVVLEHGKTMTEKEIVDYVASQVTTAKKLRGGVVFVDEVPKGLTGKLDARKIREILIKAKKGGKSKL
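Compounds were tested as concentration series (qHTS) against purified P. pyralis luciferase with luciferin and 10 uM ATP in 50 mM imidazole pH 7.2, 50 mM KCl, 7 mM MgCl2, 0.01% Tween 20, 0.05% BSA. Luminescence was read after 8 min at ambient temperature.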
Texas Red fluor = compound fluoresces in the Texas Red spectral region; Compound fluorescence, Texas Red channel, 547/618 nm; hits give high values; max dye-equivalent concentration, M; actives 0.06% (n = 59,000); AID 587; in the data active = max dye-equivalent concentration above about 10 nM; inconclusive = between about 1.1 nM and that limit
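Compound fluorescence was read after 15 min at room temperature in 100 mM Tris, pH 8.0, using 547 nm excitation and 618 nm emission across a concentration series. It was expressed as Texas Red dye-equivalent concentration from an on-plate standard curve.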
* marks the source's active call; other numbers are inactive results; i = inactive; u = inconclusive; x = not tested or not shown; [ ] = dose if it differs, or a comment. Unless noted, calls come from the whole dose curve; as a rule, active = well fitted curve in the direction sought with a large enough effect; inconclusive = small, poorly fitted or top-dose-only effect, or another doubt; inactive = no such curve, though single readings can be large; an effect the other way counts as inactive or inconclusive. An excerpt (hit frequency here may not be typical).

Screens in order: Hsp90 Hop PPI, CRE Fsk mod, DNA Pol III inh, Tau filament bind, HBB splicing, HADH2 inhib, Rhodamine fluor, ERK AVP inh, 15-hLO inh, FLuc inh, Texas Red fluor
COc1ccc(CC(=O)Nc2nncs2)cc1OC
    0%, 3%, -11%, 11%, -1.7%, -9%, i, 5%, -1%, -2%, i
Cc1noc(C)c1C(=O)N1CCC2(CC1)CN(C(=O)Nc1cccc(F)c1)C2
    -4%, 0%, -1%, 1%, 3.4%, 5%, i, -4%, 0%, 1%[11.4 µM], i
CCC1CCCCN1CCCNC(=O)CC1Oc2ccccc2NC1=O (stereo not given)
    -6%[2.3 µM], 6%, 1%, 6%, -0.8%, 2%, x, 4%, 4%, 2%, x
O=c1cc(-c2ccccc2)oc2cc(O[C@H]3O[C@H](CO)[C@@H](O)[C@H](O)[C@@H]3O)c(O)c(O)c12
    -6%, 0%, -9%, u, x, 0.79µM*, i, x, x, -1%[11.4 µM], i
CCCCOc1nc(N)nc(-c2ccccc2)n1
    -2%, 15%, -1%, -2%, -0.7%, 18%, i, 4%, -6%, -3%, i
O=C(COc1ccc(S(=O)(=O)NC2CCCCC2)cc1)Nc1ccc2c(c1)OCCO2
    -3%, -11%, 3%, -5%, 0.2%, 5%, x, -23%, -6%, -7%, x
COC(=O)CN1C(=O)C2(C(C#N)=C(N)Oc3c2c(C)nn3-c2ccccc2)c2ccccc21 (stereo not given)
    -1%, -6%, 2%, -12%, -0.3%, -11%, i, -1%, -7%, -1%, i
O=c1cccccc1NCc1ccccc1
    -5%, 10%, 2%, -16%, -1.8%, u, x, -13%, -15%, -7%, x
Cc1cccc(N2CC34C=CC(O3)C(C(=O)O)C4C2=O)c1 (stereo not given)
    u, -5%, -2%, -18%, 3.3%, 2%, i, 3%, -5%, 5%, i
CCN1C(=O)[C@H]2[C@H]3[C@H](O)[C@H](O)C/C(=N/O[C@@H](C)c4cc(-c5c(C)cc(C)cc5C)no4)[C@@H]3CC[C@@H]2C1=O
    x, x, x, x, 0.9%[9.22 µM], 2%[11.4 µM], x, 2%[11.5 µM], 6%[11.4 µM], -1%[11.4 µM], x
COc1cc(CCC(=O)OCc2nnc(-c3ccccc3)o2)cc(OC)c1OC
    -4%, -5%, u, 3%, 1.3%[57.5 µM], 5%, i, -16%, 7%, 0%, i
CCOc1ccc(-c2nn3c(-c4ccccc4)nnc3s2)cc1
    2%, 5%, -2%, 80%, -0.4%, u, i, -20%, -19%, -1%, i
S=C(NCC1CCCO1)n1nnc2ccccc21 (stereo not given)
    -1%, -4%, -3%, -3%, 0.3%, -20%, i, 1%, -1%, -6%, u
O=C(NC1CCCCCC1)C1CCCN1S(=O)(=O)c1cccc2cccnc12 (stereo not given)
    0%, -5%, -1%, -8%, -0.5%, 1%, x, 0%, -6%, 0%, x
Cc1sc(NC(=O)c2ccco2)nc1-c1ccc2c(c1)CC(C)N2C(=O)C1CC1 (stereo not given)
    -21%, u, 1%, 7%, x, u, i, -5%, -18%, -10%, i
CCc1nnc(NS(=O)(=O)c2ccc(NS(=O)(=O)c3ccccc3)cc2)s1
    -1%, -5%, -14%, 6%, 3.3%, 0%, i, -7%, -1%, -1%, u
C/C(=N\O)C(C)(C)NC(=O)Nc1ccc(Cl)cc1
    -2%, -18%, -2%, -2%, -2.7%, -1%, i, 1%, -3%, -2%, i
Cc1nn(C)c(C)c1S(=O)(=O)N1CCCC(C(=O)N2CCN(c3ccc(Cl)cc3)CC2)C1 (stereo not given)
    -5%, -11%, 6%, 10%, -0.9%, 1%, i, 5%, 2%, -2%, i
CCOCCn1cnc2sc(C(=O)NCC(=O)OCC)c(C)c2c1=O
    -1%, 0%, 0%, -6%, -0.6%, 4%, i, -2%, 8%, -11%, i
CC(C)CO/N=C1/C[C@@H](O)[C@@H](O)[C@@H]2[C@@H]3C(=O)N(Cc4ccc5c(c4)OCO5)C(=O)[C@H]3CC[C@H]12
    x, x, x, x, 2.9%[9.22 µM], 10%[11.4 µM], x, 16%[11.5 µM], 1%[11.4 µM], 0%[11.4 µM], x
Nn1c(SCC(=O)Nc2ccc(F)cc2F)nnc1C1CCCCC1
    -1%, u, -1%, -4%, 3.5%[0.369 µM], 11%, i, -22%, 7%, -5%, i
CN(Cc1ccccc1)c1nc2c(c(=O)n(C)c(=O)n2C)n1CCSc1ncccn1
    0%, 23%, -2%, 6%, 0.7%, 8%, x, x, 2%, -9%, x
COc1cc2c(cc1O)CCC1C2CC[C@@]2(C)C1CC[C@@H]2O (stereo not given in full)
    -7%, u, -3%, u, x, -26%, x, -8%, -1%[25.6 µM], 3%, x
O=C(O)Cn1nc(C(F)(F)F)c2c1CCC2
    2%, -8%, 7%, 10%, 0.1%, 3%, i, 3%, 3%, 3%, i
CCOc1ccc(-c2cnc(SCC(N)=O)nc2N)cc1
    0%, -3%, 0%, 4%, 1.1%, u, i, -17%, 5%, 0%, i
CCCCNC(=O)CCn1c(=O)c2ccccc2n(CC(=O)N2CC(C)CC(C)C2)c1=O (stereo not given)
    0%, -12%, -4%, -18%, -0.2%, 11%, i, 4%, 7%, 0%, u
Cc1ccc(S(=O)(=O)N(CC(=O)O)Cc2ccccc2)cc1
    -2%, -5%, -2%, 12%, -1.3%[57.5 µM], 0%, i, 1%, -1%, 0%, i
O=C(c1csc2c1CCCC2)N1CCCCC1
    1%, -5%, -1%, 11%, 2.4%, -9%, x, -5%, 1%, 3%, x
COc1cc2[nH]c3c(=O)n(CCN4CCCCC4)cnc3c2cc1OC
    -4%, 0%, 4%, 151%, 1.2%[57.5 µM], u, i, -21%, -17%, 1%, i
Cc1ccccc1-n1c(Cn2c(=O)sc3ccccc32)nnc1SC(C)C
    -5%, -14%, -2%, 4%, -0.3%, -7%, x, -8%, -1%, 2%, x
O=C(Nc1ccccc1)N(Cc1cccnc1)Cc1ccco1
    -5%, 3%, 1%, 0%, 2.0%[57.5 µM], -2%, i, -11%, 9%, 2%, i
Cc1ccccc1-c1nnn(CC(=O)NCc2ccc3c(c2)OCO3)n1
    5%, -17%, 5%, 52%, 3.3%, 0%, i, -6%, -4%, 1%, u
CC(=O)Nc1c(C(=O)c2ccc(F)cc2)oc2ccccc12
    4%, 2%, -5%, u, 0.2%[57.5 µM], -3%, i, u, 15%, 0%, i
COc1ccc(Oc2ncc3nc(-c4cc(F)cc(F)c4)c(=O)n(C)c3n2)cc1
    3%, u, -8%, u, 1.2%, 7%, i, 21%, -6%, 0%[11.4 µM], i
Cc1nnc(SCC(=O)N2CCN(Cc3ccccc3)CC2)s1
    -4%, -4%, 7%, 6%, -0.4%, 20%, i, -4%, 8%, -2%, i
CC(C)(C)C1CCC2(CC1)CCN(CCCN1CCOCC1)CC2
    4%[11 µM], -5%[7.6 µM], -1%[11.4 µM], 10%[11.4 µM], 2.2%[9.22 µM], 16%[11.4 µM], i, 10%[11.5 µM], 22%[11.4 µM], 2%[11.4 µM], i
Cc1c(C(=O)Nc2ccc(C(=O)O)cc2)cnn1C
    0%, -12%, 2%, -1%, 3.4%, 10%, i, -16%, 2%, -13%, i
Cc1ccc(NC(=O)CN(C)S(=O)(=O)c2cnc[nH]2)cc1C
    2%, u, -5%, -9%, -1.7%, 2%, i, -6%, 10%, -6%, i
CCN1CCC[C@@H]1CNC(=O)c1c(O)c(Cl)cc(Cl)c1OC
    -6%, -3%, 13%, -8%, -0.2%, -13%, i, -2%, 11%, 1%, i
Cc1ccc(N2C(=O)C3C4C=CC(C4)C3C2=O)cc1 (stereo not given)
    2%, 5%, -5%, 0%, x, 11%, i, 6%, 6%, -3%, i
C=C(C)COc1ccc(-c2n[nH]c(C)c2Oc2ccccc2OC)c(O)c1
    -2%, u, 2%, u, -5.0%[57.5 µM], -8%, i, u, u, -2%, i
CNC(=O)CSCCn1c(SCC(=O)NC)nc2ccccc2c1=O
    2%, 5%, -2%, -2%, -1.2%, 1%, i, 9%, 3%, 1%, u

Bioassay records deposited in PubChem by National Center for Advancing Translational Sciences (NCATS).
